Screening results from PubChem BioAssay.
Hck Nef HTS = human Hck-Nef kinase inhibition | hit rate 0.68% among 220,000 | Recombinant Hck-YEEI plus Nef, Z-Lyte FRET kinase assay | AID 463187 | P08631 | inhibition, % at 20 µM;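 active means Hck-Nef kinase inhibition above about 50%, limit read from the data; inactive means inhibition below that limit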;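 further: 0% = DMSO with Hck plus Nef and 100% = Hck alone without Nef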
Mdm2 ligase inh = Mdm2 E3 ligase (human) inhibition | Q00987 | hit rate 0.11% among 210,000 | cell-based MDM2 ubiquitination luciferase reporter, 2 h; 0 = plate control, 100 = twice control, blank-subtracted | signal enhancement, % at 5 µM;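 active means signal enhancement of 30% or more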;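 further: luminescence tracks abundance of the self-degrading MDM2-luciferase fusion protein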
Target sequence (Q00987 whole entry, looked up, the tested form may be a part): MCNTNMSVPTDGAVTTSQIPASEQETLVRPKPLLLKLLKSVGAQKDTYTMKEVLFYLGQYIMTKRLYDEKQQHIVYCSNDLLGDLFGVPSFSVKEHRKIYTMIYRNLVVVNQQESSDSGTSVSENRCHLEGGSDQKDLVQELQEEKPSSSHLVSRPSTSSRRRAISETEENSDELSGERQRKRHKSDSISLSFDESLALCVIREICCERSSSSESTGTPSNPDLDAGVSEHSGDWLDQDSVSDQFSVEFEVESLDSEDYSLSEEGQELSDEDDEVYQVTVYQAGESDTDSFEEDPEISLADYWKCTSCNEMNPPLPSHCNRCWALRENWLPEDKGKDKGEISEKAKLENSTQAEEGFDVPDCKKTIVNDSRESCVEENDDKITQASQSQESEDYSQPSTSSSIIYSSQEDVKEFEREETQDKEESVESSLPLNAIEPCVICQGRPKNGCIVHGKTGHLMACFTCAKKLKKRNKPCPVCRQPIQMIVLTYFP
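Assay system: stable mammalian line carrying autodegrading MDM2–luciferase fusion reporter; amount: 2000 cells seeded into each well; buffer or medium: DMEM; benchmarks: plate control and blank wells; signal: luciferase luminescence; timing: 2 h compound exposure at 37 °C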
EBV gp42 inh = inhibitors of Epstein-Barr virus glycoprotein 42; inhibition, % (tested at 21.74 µM); hit rate 0.42% among 220,000; Q1HVG2; Fluorescence polarization binding assay, mP read-out; in the data active means inhibition above about 50%
Target sequence (Q1HVG2 whole entry, looked up): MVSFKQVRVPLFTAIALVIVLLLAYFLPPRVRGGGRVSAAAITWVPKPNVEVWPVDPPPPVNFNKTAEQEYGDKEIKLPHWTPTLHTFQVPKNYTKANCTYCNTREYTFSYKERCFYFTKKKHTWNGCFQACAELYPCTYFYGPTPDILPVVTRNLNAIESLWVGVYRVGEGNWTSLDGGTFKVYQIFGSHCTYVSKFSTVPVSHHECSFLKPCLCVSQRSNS
L929 necroptosis = blocks zVAD induced death of L929 cells; L929 zVAD necroptosis rescue, ATP luminescence, 24 h; with zVAD 60 µM; viability rescue, % at 10 µM; hit rate 0.38% among 220,000;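 active means activation, scaled between plate controls, above about 75%, limit read from the data; inactive means activation under that limit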;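 further: 0% = zVAD with DMSO and 100% = DMSO alone without zVAD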
14-3-3 Bad PPI = disrupts binding of bovine 14-3-3 zeta to phospho-Bad peptide. P63103. TR-FRET 14-3-3zeta/Dy647-pBad peptide displacement, 1 h. inhibition, % at 21.7 µM. hit rate 0.71% among 220,000;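 active means inhibition above about 70%, limit read from the data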;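 further: 0% = full 14-3-3 plus peptide FRET controls and 100% = background without 14-3-3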
NCF1 inh = blocks human p47phox regulatory protein of NADPH oxidases. P14598. p47phox/p22phox peptide binding, fluorescence polarization, 2 h. inhibition, % at 24.7 µM. hit rate 0.53% among 220,000. AID 1274;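 active means inhibition above about 30%, limit read from the data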;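 further: 0% = p47phox with labelled peptide and 100% = labelled peptide alone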
Target sequence (P14598 whole entry, looked up): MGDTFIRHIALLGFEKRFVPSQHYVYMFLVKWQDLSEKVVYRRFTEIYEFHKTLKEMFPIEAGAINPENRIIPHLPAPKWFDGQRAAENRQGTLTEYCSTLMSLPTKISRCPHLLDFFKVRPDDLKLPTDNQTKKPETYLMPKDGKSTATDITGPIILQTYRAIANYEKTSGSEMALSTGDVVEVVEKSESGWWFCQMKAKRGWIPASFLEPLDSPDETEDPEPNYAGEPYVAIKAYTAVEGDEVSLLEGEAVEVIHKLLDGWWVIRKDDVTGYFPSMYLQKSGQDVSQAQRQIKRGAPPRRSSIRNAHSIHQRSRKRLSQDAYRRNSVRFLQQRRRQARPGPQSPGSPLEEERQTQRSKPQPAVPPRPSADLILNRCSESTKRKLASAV
Tb hexokinase = blocks Trypanosoma brucei hexokinase 1 activity | inhibition, % at 10 µM | hit rate 0.11% among 220,000 | recombinant TbHK1, G6PDH-coupled NADH A340;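 active means inhibition of 50% or more in the single-dose primary screen; inactive means inhibition below 50%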
Runt-CBFb FRET = blocks binding of human RUNX1 Runt domain to CBFb; hit rate 0.46% among 220,000; Q01196+Q13951; Cerulean-Runt/Venus-CBFb FRET ratio 530/480, 1 h; AID 1496; inhibition, % at 20 µM;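 active means inhibition over about 50% at 20 µM in the single-dose screen, limit read from the data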;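 further: 0% = DMSO wells and 100% = excess unlabeled CBFb competitor control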
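Measured by: fluorescence energy transfer, 422 nm excitation, 530/480 nm emission; test system: Cerulean-tagged RUNX1 Runt domain (FRET donor) fusion protein; buffer or medium: Tris pH 7.5 buffer with BSA; compound: one dose, 20 µM compound, 1% DMSO; times: two 1 h room-temperature incubations shielded from light; benchmarks: unlabeled CBFb 5 µM, positive control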
Runt-SMMHC FRET = inhibitors of human RUNX1 Runt domain binding to CBFb-SMMHC; Q01196+Q13951; Cerulean-Runt/Venus-CBFb-SMMHC FRET ratio 530/480, 1 h; inhibition, % at 20 µM; hit rate 0.74% among 220,000;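 active means mean inhibition across duplicate retests at 20 µM reaching about 50%, limit read from the data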;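 further: 0% = DMSO wells and 100% = wells with excess untagged CBFb-SMMHC; inhibitors lower the FRET ratio by blocking Runt binding to CBFb-SMMHC; some results filed as inactive read as strong as hits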
Numbers without * were called inactive; [ ] = remark or other dose.

`CCOc1ccc2[nH]c(=O)c(C(c3nnnn3CCOC)N3CCOCC3)cc2c1` (configuration not stated) gave Hck Nef HTS 2, Mdm2 ligase inh 5, EBV gp42 inh -7, L929 necroptosis 1.0, 14-3-3 Bad PPI 14, NCF1 inh 1, Tb hexokinase -7, Runt-CBFb FRET 0 and Runt-SMMHC FRET 1.
For COc1cc2oc3ccccc3c2cc1N(CC(=O)N1CCCCC1)S(=O)(=O)c1ccc(C)cc1 the results were Hck Nef HTS 3, Mdm2 ligase inh -3, EBV gp42 inh 2, L929 necroptosis 0.0, 14-3-3 Bad PPI 0, NCF1 inh -17, Tb hexokinase -16, Runt-CBFb FRET 0 and Runt-SMMHC FRET 6.
`COc1ccc(OCCCC(=O)Nc2cccc(C(C)=O)c2)cc1` gave Hck Nef HTS 0, Mdm2 ligase inh -10, EBV gp42 inh -20, L929 necroptosis 0.7, 14-3-3 Bad PPI 3, NCF1 inh -9, Tb hexokinase 5, Runt-CBFb FRET 0 and Runt-SMMHC FRET -6.
`COc1ccccc1Oc1ncnc2sccc12` gave Hck Nef HTS 0, Mdm2 ligase inh -9, EBV gp42 inh 4, L929 necroptosis 0.9, 14-3-3 Bad PPI 44, NCF1 inh -4, Tb hexokinase -3, Runt-CBFb FRET -1 and Runt-SMMHC FRET -3.
`CC(=O)COC(=O)CNC(=O)c1ccc(Br)cc1` gave Hck Nef HTS 3, Mdm2 ligase inh 0, EBV gp42 inh -3, L929 necroptosis -0.2, 14-3-3 Bad PPI -13, NCF1 inh -45, Tb hexokinase -8, Runt-CBFb FRET 2 and Runt-SMMHC FRET 2.
`Cc1ccn2c(NC3CCCCC3)c(C(C)C)nc2c1` gave Hck Nef HTS 8, Mdm2 ligase inh -17, EBV gp42 inh 11, L929 necroptosis -1.0, 14-3-3 Bad PPI 7, NCF1 inh -4, Tb hexokinase 2, Runt-CBFb FRET 0 and Runt-SMMHC FRET 0.
Screening COC(=O)c1ccc(C(=O)OCc2nc3cc4ccccc4cc3[nH]2)cc1 returned Hck Nef HTS 16, Mdm2 ligase inh 5, EBV gp42 inh -11, L929 necroptosis 0.2, 14-3-3 Bad PPI -1, NCF1 inh -25, Tb hexokinase 4, Runt-CBFb FRET -1 and Runt-SMMHC FRET -1.
For COc1ccc2[nH]cc(CCn3ccc(O)c(C/C=C/c4ccccc4)c3=O)c2c1 the results were Hck Nef HTS -10, Mdm2 ligase inh -17, EBV gp42 inh -6, L929 necroptosis 0.1, 14-3-3 Bad PPI -15, NCF1 inh -22, Tb hexokinase 7, Runt-CBFb FRET 1 and Runt-SMMHC FRET 6.
`CN1C(=O)C2CN(CCc3ccccc3)CNC2N(C)C1=O` (configuration not stated) gave Hck Nef HTS -8, Mdm2 ligase inh -13, EBV gp42 inh -22, L929 necroptosis -1.0, 14-3-3 Bad PPI 2[fluorescence artefact?], NCF1 inh -2, Tb hexokinase -1, Runt-CBFb FRET 0 and Runt-SMMHC FRET 2.
Screening CCOC(=O)COc1ccc(S(=O)(=O)NCc2ccco2)cc1 returned Hck Nef HTS 0, Mdm2 ligase inh -16, EBV gp42 inh -7, L929 necroptosis -0.3, 14-3-3 Bad PPI -9[fluorescence artefact?], NCF1 inh -15, Tb hexokinase 0, Runt-CBFb FRET -2 and Runt-SMMHC FRET -1.
For Cc1noc(C)c1CN(C(=S)NC1CC2CCC1C2)c1ccccc1 (configuration not stated) the results were Hck Nef HTS -16, Mdm2 ligase inh -7, EBV gp42 inh -3, L929 necroptosis -1.2, 14-3-3 Bad PPI -11, NCF1 inh -6, Tb hexokinase 4, Runt-CBFb FRET -4 and Runt-SMMHC FRET 0.
`O=C(Nc1ccccc1)Nc1ccc2ocnc2c1` gave Hck Nef HTS 16, Mdm2 ligase inh -17, EBV gp42 inh 3, L929 necroptosis 10, 14-3-3 Bad PPI -3, NCF1 inh -3, Tb hexokinase 0, Runt-CBFb FRET 6 and Runt-SMMHC FRET -1.
Screening COc1ccc(N2CS(=O)CC2=O)cc1 (configuration not stated) returned Hck Nef HTS -1, Mdm2 ligase inh -8, EBV gp42 inh -14, L929 necroptosis 1.4, 14-3-3 Bad PPI 30, NCF1 inh -3, Tb hexokinase 2, Runt-CBFb FRET 0 and Runt-SMMHC FRET -6.
`Cc1ccc(C)c(NC(=S)N(CCc2nc3cc(C)c(C)cc3[nH]2)Cc2cccnc2)c1` gave Hck Nef HTS -2, Mdm2 ligase inh -14, EBV gp42 inh -13, L929 necroptosis -0.2, 14-3-3 Bad PPI -3, NCF1 inh -32, Tb hexokinase -4, Runt-CBFb FRET -7 and Runt-SMMHC FRET -1.
`Cc1cc(NC(=O)CSc2ccccc2)no1` gave Hck Nef HTS -1, Mdm2 ligase inh 4, EBV gp42 inh -22, L929 necroptosis 0.1, 14-3-3 Bad PPI 2, NCF1 inh -8, Tb hexokinase -2, Runt-CBFb FRET 1 and Runt-SMMHC FRET 2.
For COCCNC(=S)Nc1ccccn1 the results were Hck Nef HTS 19, Mdm2 ligase inh 2, EBV gp42 inh -5, L929 necroptosis 18, 14-3-3 Bad PPI -12, NCF1 inh 0, Tb hexokinase 1, Runt-CBFb FRET 5 and Runt-SMMHC FRET 1.
O=C(CC1Sc2ccccc2NC1=O)NCc1ccc(Cl)cc1 (configuration not stated) was read as Hck Nef HTS -12, Mdm2 ligase inh -10, EBV gp42 inh 5, L929 necroptosis 1.1, 14-3-3 Bad PPI 9, NCF1 inh -7, Tb hexokinase 8, Runt-CBFb FRET 0 and Runt-SMMHC FRET -2.
CN1CCN(C(=S)NC(=O)c2ccco2)CC1 was read as Hck Nef HTS 16, Mdm2 ligase inh -2, EBV gp42 inh -11, L929 necroptosis 2.0, 14-3-3 Bad PPI -7, NCF1 inh -3, Tb hexokinase -3, Runt-CBFb FRET 10 and Runt-SMMHC FRET 10.
Screening CCOc1cc(/C=C2\SC(=N)N(c3nccs3)C2=O)ccc1OCCN1CCOCC1 returned Hck Nef HTS 9, Mdm2 ligase inh -11, EBV gp42 inh -10, L929 necroptosis -0.6, 14-3-3 Bad PPI -3, NCF1 inh -34, Tb hexokinase -6, Runt-CBFb FRET -13 and Runt-SMMHC FRET -18.
For Cc1cc(NS(=O)(=O)c2ccc(NC(=O)CSc3nc4sc(C(=O)O)c(C)c4c(=O)[nH]3)cc2)no1 the results were Hck Nef HTS 21, Mdm2 ligase inh -2, EBV gp42 inh -12, L929 necroptosis 0.3, 14-3-3 Bad PPI -11, NCF1 inh -16, Tb hexokinase -6, Runt-CBFb FRET 0 and Runt-SMMHC FRET 0.
Screening CS(=O)(=O)N1CCN(c2nnc(-c3ccccc3)c3ccccc23)CC1 returned Hck Nef HTS 4, Mdm2 ligase inh -32, EBV gp42 inh -17, L929 necroptosis 1.6, 14-3-3 Bad PPI 12, NCF1 inh -3, Tb hexokinase -3, Runt-CBFb FRET 2 and Runt-SMMHC FRET -4.
CC(=O)Nc1ccccc1C(F)(F)F was read as Hck Nef HTS -2, Mdm2 ligase inh 0, EBV gp42 inh -10, L929 necroptosis 2.4, 14-3-3 Bad PPI 1, NCF1 inh 8, Tb hexokinase -5, Runt-CBFb FRET 0 and Runt-SMMHC FRET 1.
COc1ccccc1CC(=O)NCCc1ccc(S(N)(=O)=O)cc1 was read as Hck Nef HTS -11, Mdm2 ligase inh -4, EBV gp42 inh -9, L929 necroptosis -0.7, 14-3-3 Bad PPI 4, NCF1 inh -4, Tb hexokinase -1, Runt-CBFb FRET -3 and Runt-SMMHC FRET 0.
For COc1ccc(OC)c(S(=O)(=O)Nc2cccc(F)c2)c1 the results were Hck Nef HTS 1, Mdm2 ligase inh -2, EBV gp42 inh 5, L929 necroptosis -0.7, 14-3-3 Bad PPI 10[fluorescence artefact?], NCF1 inh -5, Tb hexokinase -8, Runt-CBFb FRET -1 and Runt-SMMHC FRET 0.

Next part; it opens with the two that closed the last part.
COc1ccccc1CC(=O)NCCc1ccc(S(N)(=O)=O)cc1 was read as Hck Nef HTS -11, Mdm2 ligase inh -4, EBV gp42 inh -9, L929 necroptosis -0.7, 14-3-3 Bad PPI 4, NCF1 inh -4, Tb hexokinase -1, Runt-CBFb FRET -3 and Runt-SMMHC FRET 0.
For COc1ccc(OC)c(S(=O)(=O)Nc2cccc(F)c2)c1 the results were Hck Nef HTS 1, Mdm2 ligase inh -2, EBV gp42 inh 5, L929 necroptosis -0.7, 14-3-3 Bad PPI 10[fluorescence artefact?], NCF1 inh -5, Tb hexokinase -8, Runt-CBFb FRET -1 and Runt-SMMHC FRET 0.
Screening CCNC(=O)NC(=O)C(C)Sc1ccc2c(c1)OCCO2 (configuration not stated) returned Hck Nef HTS -1, Mdm2 ligase inh -15, EBV gp42 inh 2, L929 necroptosis -0.3, 14-3-3 Bad PPI -12, NCF1 inh 0, Tb hexokinase -5, Runt-CBFb FRET 2 and Runt-SMMHC FRET 3.
`CCCS(=O)(=O)N1CCC(C(=O)NCCCN2CCC(Cc3ccccc3)CC2)CC1` gave Hck Nef HTS 2, Mdm2 ligase inh 1, EBV gp42 inh -23, L929 necroptosis -0.6, 14-3-3 Bad PPI 6[fluorescence artefact?], NCF1 inh -2, Tb hexokinase 5, Runt-CBFb FRET 2 and Runt-SMMHC FRET -1.
Screening CC(NC(=O)CCc1nnc(C2CCCCC2)o1)c1ccc(F)cc1 (configuration not stated) returned Hck Nef HTS 2, Mdm2 ligase inh -4, EBV gp42 inh -4, L929 necroptosis 1.3, 14-3-3 Bad PPI -1, NCF1 inh -1, Tb hexokinase -7, Runt-CBFb FRET 2 and Runt-SMMHC FRET -2.
For CCC(=O)Nc1ccc(NC(=O)c2cc3ccccc3o2)cc1 the results were Hck Nef HTS 1, Mdm2 ligase inh -13, EBV gp42 inh 1, L929 necroptosis 0.8, 14-3-3 Bad PPI 0, NCF1 inh -9, Tb hexokinase -10, Runt-CBFb FRET -2 and Runt-SMMHC FRET 2.
O=C(O)CCN1C(=O)c2ccc(NC(=O)CSCc3ccccc3)cc2C1=O was read as Hck Nef HTS 0, Mdm2 ligase inh -8, EBV gp42 inh 7, L929 necroptosis 0.3, 14-3-3 Bad PPI 9, NCF1 inh -8, Tb hexokinase 0, Runt-CBFb FRET -1 and Runt-SMMHC FRET 2.
O=C(CC(=O)Nc1ccccn1)Nc1ccccn1 was read as Hck Nef HTS 3, Mdm2 ligase inh 21, EBV gp42 inh -12, L929 necroptosis 3.2, 14-3-3 Bad PPI 0, NCF1 inh -10, Tb hexokinase -2, Runt-CBFb FRET 0 and Runt-SMMHC FRET 0.
Screening CCCCCc1cc(=O)oc2c(C(CCN3CCN(c4ccccc4)CC3)c3ccc4c(c3)OCO4)c(OC)cc(OC)c12 (configuration not stated) returned Hck Nef HTS 24, Mdm2 ligase inh 14, EBV gp42 inh -17, L929 necroptosis 1.1, 14-3-3 Bad PPI -2, NCF1 inh -7, Tb hexokinase -13, Runt-CBFb FRET 1 and Runt-SMMHC FRET 2.
COc1ccc(-c2cnc3nc(/N=C/N(C)C)nn3c2/N=C/N(C)C)cc1 was read as Hck Nef HTS 24, Mdm2 ligase inh 16, EBV gp42 inh -5, L929 necroptosis 1.3, 14-3-3 Bad PPI -6, NCF1 inh 0, Tb hexokinase -31, Runt-CBFb FRET 0 and Runt-SMMHC FRET 1.
O=C(Cc1nc2ccccc2s1)c1ccc(O)cc1O was read as Hck Nef HTS 2, Mdm2 ligase inh -2, EBV gp42 inh -11, L929 necroptosis 1.3, 14-3-3 Bad PPI -1, NCF1 inh -19, Tb hexokinase -44, Runt-CBFb FRET 36 and Runt-SMMHC FRET 114*.
